Screening results as filed in PubChem BioAssay.
NALP3 yeast inh: inhibitors of NALP3 inflammasome in yeast. Yeast reconstituted NLRP3/ASC/caspase-1, beta-gal luminescence, 24 h. inhibition, % at 10 µM. 330,000 compounds, 0.39% hits. AID 2825;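 active = inhibition of 50% or more; inactive = inhibition below 50%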;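 note: plate controls were induced DMSO wells for no effect and uninduced yeast grown without galactose for full effect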
APOBEC3G inh: blocks human APOBEC3G single-stranded DNA deamination; Q9HC16; recombinant A3G, ssDNA deamination FAM/TAMRA fluorescence; inhibition, % at 20 µM; 330,000 compounds, 0.28% hits;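 active = inhibition of at least 40% at 20 µM, with no more than 30% in the related APOBEC3A deaminase screen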;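 note: plate controls were DMSO wells with A3G for no effect and wells lacking A3G enzyme for full effect; some compounds called inactive have numbers as strong as hits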
Target sequence (Q9HC16 whole entry, looked up): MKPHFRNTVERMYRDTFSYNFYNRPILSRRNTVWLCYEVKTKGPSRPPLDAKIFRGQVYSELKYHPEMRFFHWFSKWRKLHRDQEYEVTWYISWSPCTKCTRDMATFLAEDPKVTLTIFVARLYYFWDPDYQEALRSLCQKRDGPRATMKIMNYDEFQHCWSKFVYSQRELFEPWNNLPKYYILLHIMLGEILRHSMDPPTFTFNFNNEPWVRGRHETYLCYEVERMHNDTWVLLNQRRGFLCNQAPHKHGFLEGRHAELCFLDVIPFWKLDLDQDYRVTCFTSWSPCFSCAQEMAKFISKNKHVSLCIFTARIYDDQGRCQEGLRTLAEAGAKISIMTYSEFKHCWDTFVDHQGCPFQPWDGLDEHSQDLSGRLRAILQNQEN
A3A deaminase: inhibitors of human APOBEC3A DNA deaminase. P31941. recombinant A3A, FAM/TAMRA ssDNA deamination fluorescence. inhibition, % at 20 µM. 330,000 compounds, 0.41% hits. AID 493011;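 active = at least 40% inhibition at 20 µM here, with at most 30% in a related deaminase screen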;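 note: plate controls were A3A with DMSO for no effect and wells lacking A3A enzyme for full effect; some results filed as inactive read as strong as hits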
Target sequence (P31941 whole entry, looked up): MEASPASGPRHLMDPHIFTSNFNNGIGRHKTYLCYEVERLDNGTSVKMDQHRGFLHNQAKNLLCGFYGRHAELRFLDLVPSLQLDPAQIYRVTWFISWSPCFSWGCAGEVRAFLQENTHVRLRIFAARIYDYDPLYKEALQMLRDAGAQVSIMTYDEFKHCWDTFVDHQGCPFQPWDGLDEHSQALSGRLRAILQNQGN
SENP1 inh: blocks the human SENP1 SUMO protease catalytic domain; Q9P0U3; recombinant SENP1 catalytic domain, CyPet-SUMO1-YPet FRET cleavage; 360,000 compounds, 0.21% hits; inhibition, % at 10 µM;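 active = inhibition at least 30% at 10 µM, raw YFP signal under a set limit, fluorescence ratio 0.5 to 1.5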;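 note: 0% = enzyme with DMSO and 100% = no enzyme wells; some results filed as inactive read as strong as hits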
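Assay system: hSENP1 catalytic domain, recombinant. Amount: SENP1 enzyme, 20 pM final. Schedule: 50 min reaction, RT, dark. Technique: FRET, CFP and YFP emission. Control set: no-enzyme wells low, DMSO-plus-enzyme wells high control.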
hIAP block: human IAP inhibition | purified IAP, CDP-Star luminescence, 30 min | 330,000 compounds, 0.12% hits | inhibition, % at 10 µM | AID 2544;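 active = inhibition reaching a set limit with compound at 10 µM in the primary screen, cut at about 35% in these data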;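 note: plate controls were DMSO wells with enzyme for no effect and no-enzyme buffer wells for full effect; values of inactives mirror those of a sister screen read the other way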
Target sequence (P09923 whole entry, looked up): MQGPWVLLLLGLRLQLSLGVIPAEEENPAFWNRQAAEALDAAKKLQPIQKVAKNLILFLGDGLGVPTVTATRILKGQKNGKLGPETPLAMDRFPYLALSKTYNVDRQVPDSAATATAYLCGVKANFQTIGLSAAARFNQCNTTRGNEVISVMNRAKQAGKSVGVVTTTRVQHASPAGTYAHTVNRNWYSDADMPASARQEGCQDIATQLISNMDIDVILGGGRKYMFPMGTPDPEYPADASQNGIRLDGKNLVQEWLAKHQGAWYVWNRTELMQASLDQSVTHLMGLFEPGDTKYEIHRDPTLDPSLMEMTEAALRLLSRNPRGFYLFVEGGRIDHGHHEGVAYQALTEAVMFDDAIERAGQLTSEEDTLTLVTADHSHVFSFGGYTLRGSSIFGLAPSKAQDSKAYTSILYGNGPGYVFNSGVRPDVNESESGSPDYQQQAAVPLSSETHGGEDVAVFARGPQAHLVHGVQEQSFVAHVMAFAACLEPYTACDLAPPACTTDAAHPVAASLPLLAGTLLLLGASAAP
hIAP act: increases human intestinal alkaline phosphatase activity | 330,000 compounds, 0.16% hits | P09923 | activation factor at 10 µM | purified human IAP, CDP-Star luminescence, 30 min; hits give high values; 1 = vehicle-only enzyme, 0 = enzyme-free background;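 active = activation factor of the enzyme at least 2-fold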; note: the source names both 10 and 20 µM as test concentration; values of inactives mirror those of a sister screen read the other way
mIAP activ: increases mouse intestinal alkaline phosphatase activity; activation factor at 10 µM; 330,000 compounds, 0.24% hits; muIAP, CDP-Star luminescence, 30 min; hits give high values; 1 = vehicle-only enzyme signal, 0 = enzyme-free wells; AID 2805;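 active = activation factor of at least 2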; note: the source names both 10 and 20 µM as test concentration; values of inactives mirror those of a sister screen read the other way
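System: mouse IAP enzyme. Reagent: CDP-Star chemiluminescent phosphatase substrate. Benchmarks: DMSO wells, no-enzyme wells. Times: 30 min enzyme-substrate-compound incubation at room temperature. Detection: luminescence from enzymatic CDP-Star hydrolysis. Doses: test compounds delivered from DMSO solution.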
beta cell repl: induces beta-cell replication in MIN6 cells | MIN6 cells proliferation, ATPlite luminescence, 48 h; cells starved in 0.2% serum; 100% = growth in 10% serum | 330,000 compounds, 0.29% hits | proliferation, % at 10 µM;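 active = compounds whose signal lies at least 3.5 SD above the mean of all wells on their plate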;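 note: 0% = DMSO-treated cells in low-serum medium and 100% = 10% serum control; some compounds called inactive have numbers as strong as hits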
mIAP inh: blocks mouse intestinal alkaline phosphatase; purified mouse IAP, CDP-Star luminescence, 30 min; inhibition, % at 10 µM; 330,000 compounds, 0.2% hits; AID 2806;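 active = inhibition of at least 40% at 10 µM in the primary screen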;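 note: plate controls were DMSO with enzyme for no effect and no enzyme wells for full effect; values of inactives mirror those of a sister screen read the other way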
An asterisk follows results filed as active. Not all compounds are listed. The share of hits here may be higher or lower than overall.

SMILES	NALP3 yeast inh	APOBEC3G inh	A3A deaminase	SENP1 inh	hIAP block	hIAP act	mIAP activ	beta cell repl	mIAP inh
COc1ccc(CN2CC(C(=O)N3CCOCC3)CC2=O)cc1 (configuration not stated)	4	2	3	3	-2	1	1	2	-3
CCOc1ccc(OCC(=O)OCc2csc(CC(=O)Nc3ccccc3C)n2)cc1	17	-15	0	-10	8	0.92	0.96	-1	4
COc1ccc(C(CNC(=O)c2c(C)nn(Cc3ccccc3)c2Cl)N2CCOCC2)cc1 (configuration not stated)	4	-6	-4	0	-7	1.1	1.1	-4	-12
O=C(NCCOc1ccc(F)cc1)C1CCC(=O)N(CCN2CCOCC2)C1 (configuration not stated)	12	7	-4	1	1	0.99	1	-4	-4
Cn1c(NC(=O)C(C)(C)Oc2ccc(Cl)cc2)cc(=O)n(C)c1=O	6	-2	-1	3	-11	1.1	0.87	2	13
CCOC(=O)N1CCN(c2cc(=O)n(Cc3ccc(F)cc3)c(=O)[nH]2)CC1	21	-5	-3	2	-26	1.3	0.93	-3	7
c1ccc(CCn2c(SCc3ccccc3)nnc2-c2ccncc2)cc1	-10	-4	0	0	4	0.96	0.94	-2	6
CCN(CC)S(=O)(=O)c1ccc(NC(=O)c2cc(=O)[nH]c3ccccc23)cc1	16	15	-4	-3	0	1	1.1	-1	-8
CCN1CCN(c2ccc(NC(=O)c3cccc4ncccc34)cc2)CC1	8	-5	0	2	-3	1	0.96	-2	4
COc1cccc(NC(=S)N2CCN(C(c3ccccc3)c3ccccc3)CC2)c1	7	-6	-4	2	1	0.99	1.3	-6	-30
N#CC1(Cc2ccccc2)c2ccccc2C=CN1C(=O)c1ccccc1 (configuration not stated)	25	-6	-2	0	9	0.91	0.92	-4	8
Cc1ccc2[nH]c(O)c(N=NC(N)=S)c2c1	9	-6	-9	-3	-12	1.1	0.74	0	26
O=C(CNC(=O)c1cc(=O)[nH]c2ccccc12)Nc1ccc(F)c(F)c1	9	-5	10	-5	-5	1.1	1.1	-3	-10
Cc1ccc(/C=[N+](\[O-])c2ccc(N(C)C)cc2)c2nsnc12	27	-1	0	15	2	0.98	0.81	-5	19
COc1cccc2c1cc1c(=O)n(CC(=O)N3CCC(C)CC3)nc(C)n12	6	-7	-6	1	18	0.82	0.97	1	3
O=C1CC(N2CCCCC2)C(=O)N1c1ccccc1 (configuration not stated)	7	1	3	2	5	0.95	0.93	1	7
CSc1ccccc1NC(=O)Nc1cccc(Cl)c1Cl	14	0	3	-1	8	0.92	1.3	-2	-26
Cc1cc(=O)oc2cc(OCC(=O)N3CCOCC3)ccc12	-7	-8	-5	3	12	0.88	1	-2	-2
CCOCC(=O)Nc1nc2ccc(OCC)cc2s1	-11	-2	-3	1	23	0.77	0.94	-5	6
Cc1cccc(C)c1NC(=O)C(NC=O)c1ccccc1 (configuration not stated)	16	-3	-1	1	-19	1.2	1.1	-1	-8
CC(C)(ONC(=O)Nc1ccccc1Cl)C(=O)O	7	-14	-4	2	-2	1	1.1	-1	-6
CCCNC(=O)C1CN(C(=O)c2nn(Cc3ccccc3)c(=O)c3ccccc23)c2ccccc2O1 (configuration not stated)	13	-8	-4	2	0	1	0.98	3	2
COc1ccc([N+](=O)[O-])cc1NC(=S)NC(NC(C)=O)C(Cl)(Cl)Cl (configuration not stated)	0	1	-4	4	1	0.99	0.94	-6	6
O=C(O)c1cc2c(cc1Cl)N1CCCCCC1=NS2(=O)=O	10	-5	-1	0	5	0.95	1	0	0
O=S(=O)(CCN1CCSCC1)c1ccc(Cl)cc1	25	1	4	-2	6	0.94	0.93	-3	7
O=C(NC1CCCC1)c1n[nH]c2ccccc12	18	-15	-3	0	-7	1.1	1	-3	0
COc1ccc2[nH]c(=O)c(CN(C(=O)NC3CCCCC3)C3CCCC3)cc2c1	-20	-7	-4	2	-3	1	0.95	-3	4
COc1ccc(NC(=O)c2ccc3ccccc3n2)cc1S(=O)(=O)N1CCCCC1	-30	-11	-6	-5	2	0.98	0.84	-1	16
CSC(=Nc1ccccc1)C1=C(O)COC1=O	13	-4	-2	1	13	0.87	0.95	-1	5
COC(=O)c1ccccc1NC(=O)C1CCN(c2ncnc3c2nc2n3CCCCC2)CC1	8	8	3	5	18	0.82	1	-1	-1
O=C1CCCc2c1nc(-c1ccc([N+](=O)[O-])cc1)n2O	16	-3	-1	-2	12	0.88	0.84	1	16
C=CCn1c(COc2ccccc2)nc2ccccc21	44	-6	0	3	-1	1	1	2	0
N=c1c2cn[nH]c2nc(SCC(=O)c2ccc(Br)cc2)n1-c1ccc(Br)cc1	11	-5	-1	-1	-3	1	1	-2	-4
Cc1nn(C)c(C)c1/C=C(\C#N)C(N)=O	5	2	4	2	5	0.95	1.1	1	-8
COc1ccc(OCc2nnc(SCC(=O)c3ccccc3)o2)cc1	-13	-4	0	3	-24	1.2	0.89	-2	11
CC(C)(C)NC(=O)c1cccc(NC(=O)Cc2ccc(Br)cc2)c1	2	0	1	1	-1	1	1.1	0	-15
COc1cc2c(cc1OC)-c1cc(OCc3ccccc3Cl)nc(=O)n1CC2	4	-6	3	-7	-6	1.1	1	3	0
O=C(COC(=O)c1ccc(O)cc1)NCCc1c[nH]c2ccccc12	5	-2	-6	-2	-4	1	1	-6	-2
COCCN1C(=O)N(c2cccc(OC)c2)C(=O)C1CC(=O)Nc1cccc(F)c1 (configuration not stated)	22	3	-2	3	-10	1.1	0.92	1	8
O=C(CSc1nc2ccccc2c(=O)n1-c1ccc(F)cc1)Nc1ccc2c(c1)CCC2	5	-8	0	0	-11	1.1	1.1	-1	-11
O=C(Nc1cccc(Cl)c1)C1C2C=CC3(O2)C1C(=O)N(CCN1CCCCC1)C3C(=O)NC1CCCCC1 (configuration not stated)	11	-8	-4	-2	-3	1	1	-3	-4
Cc1cc(N)c2ccccc2n1	6	-5	1	2	-8	1.1	0.92	-3	8
CC1Sc2ccc(C(=O)O)cc2NC1=O (configuration not stated)	13	-2	0	0	10	0.9	0.96	-1	4
Cc1ccc(NC(=O)CC2Oc3ccc(C)cc3NC2=O)c(C)c1 (configuration not stated)	11	0	2	1	4	0.96	1.1	-1	-6
CCCn1c(=S)[nH]c2sc3c(c2c1=O)CCCC3	16	-5	-1	2	11	0.89	0.94	-2	6
CCCOC(=O)c1cccc(NC(=O)COc2ccc([N+](=O)[O-])cc2)c1	-17	-6	-5	0	-1	1	0.95	-2	5
Cc1ccc2nc(C3CCN(C(=O)c4ccco4)CC3)[nH]c2c1	4	-7	2	0	11	0.89	1	1	-2
CCS(=O)(=O)N1CCN=C1SC(C)c1ccccc1 (configuration not stated)	-11	-8	-7	2	3	0.97	0.93	7	8
Cc1ccc(C(=O)N/N=C2\CC3CC=CC23)c(C)c1 (configuration not stated)	9	-6	-3	3	16	0.84	0.94	-1	6
Cc1nn(Cc2ccc(Cl)c(Cl)c2)c(C)c1NC(=O)c1cc(-c2ccc3c(c2)OCO3)on1	9	-5	1	1	-4	1	1.1	-6	-6
O=C(O)CC(NC(=O)c1cccc(F)c1)c1ccc(OC2CCCC2)cc1 (configuration not stated)	13	-7	1	1	-1	1	1.1	6	-8
Cc1ccc(S(=O)(=O)CNC(=S)c2cccc(Cl)c2)cc1	-6	-1	1	1	7	0.93	0.87	1	13
COC(=O)c1c(C)[nH]c(C(=O)C(C)OC(=O)C2CC(=O)N(c3ccc(C)cc3)C2)c1C (configuration not stated)	12	4	-1	0	-23	1.2	1.1	-7	-8
Cc1cccc(N2CCN(Cc3c(C)n(C)n(-c4ccccc4)c3=O)CC2)c1C	2	-4	-2	2	2	0.97	0.91	-1	9
O=C(Oc1ccc(/C=N/Nc2ccccc2)cc1)c1ccccc1	19	-4	1	3	-3	1	0.97	-5	3
Cc1ccc(/C=C/C(=O)OCC(=O)NC(C)C)o1	-11	2	2	4	-8	1.1	0.97	-1	3
CC(=O)c1ccc(N2CCN(C(=O)/C=C/c3ccc(S(=O)(=O)NCc4ccco4)cc3)CC2)cc1	-2	-2	0	0	-5	1	0.95	-1	5
CC(=O)Nn1cc2c(c1-c1ccccc1)c(=O)n(C)c(=O)n2C	4	-11	-3	2	11	0.89	1	-1	-4
C=C(C)c1cccc(C(C)(C)NC(=O)N2CCCCC2CC)c1 (configuration not stated)	-3	-3	-2	-1	-9	1.1	1.2	-1	-19
O=C(NC(=S)N1CCN(c2ccccc2)CC1)c1ccc(S(=O)(=O)N2CCOCC2)cc1	-1	-9	-7	1	-12	1.1	0.97	-4	3

Following part.
SMILES	NALP3 yeast inh	APOBEC3G inh	A3A deaminase	SENP1 inh	hIAP block	hIAP act	mIAP activ	beta cell repl	mIAP inh
O=C(CCSc1ccccc1)N1CCN(c2ccccc2)CC1	25	-8	-1	2	11	0.89	0.88	2	12
CCCn1cnc2scc(-c3ccc(C)cc3)c2c1=O	19	-7	-2	1	4	0.96	0.9	14*	10
O=C(NC(C(=O)N/N=C/c1ccccc1)c1n[nH]c(=O)c2ccccc12)c1ccccc1 (configuration not stated)	19	-5	-1	3	-6	1.1	0.99	1	1
COC(=O)c1sc(-c2ccc(Cl)cc2)cc1N	-47	-5	2	-6	6	0.94	0.95	-2	4
O=C(O)c1cccc(NC(=S)NC(=O)c2cccc(OCc3ccccc3)c2)c1	27	-8	-7	2	6	0.94	0.79	-2	21
O=C(NC1CCN(C(=O)NCc2ccccc2)CC1)c1ccco1	8	-4	-4	-1	5	0.95	0.98	-2	2
COc1ccccc1CNCC(=O)NCc1ccc(C)cc1	11	-4	-1	3	-8	1.1	0.97	-1	3
CC(=O)Nc1ccc(S(=O)(=O)NCC2CCC(C(=O)NCCc3ccccc3)CC2)cc1 (configuration not stated)	-13	-4	0	0	8	0.92	0.97	-1	3
COc1cccc(-c2nnn(CC(=O)Nc3ccc(C)cc3C)n2)c1OC	15	0	2	4	-16	1.2	1.1	1	-5
CC(C)(C)c1ccc(S(=O)(=O)N2CC(=O)Nc3ccccc32)cc1	-9	2	0	2	-3	1	1.1	-1	-8
Cc1cc2c(Nc3ccccc3)ncnc2s1	40	-11	5	2	-17	1.2	1	-2	-4
Cn1c(=O)n(C)c2cc(S(=O)(=O)NCCO)ccc21	19	0	2	2	-10	1.1	0.91	2	9
Cc1c(C(=O)NNS(=O)(=O)c2ccccc2Cl)sc(=S)n1C	-22	-5	-5	0	22	0.78	0.99	0	0

Taken from above:
Entry of O=C(CCSc1ccccc1)N1CCN(c2ccccc2)CC1 under hIAP act: 0.89
Entry of COc1cccc2c1cc1c(=O)n(CC(=O)N3CCC(C)CC3)nc(C)n12 under hIAP act: 0.82
Entry of CSC(=Nc1ccccc1)C1=C(O)COC1=O under hIAP act: 0.87
Entry of C=CCn1c(COc2ccccc2)nc2ccccc21 under mIAP inh: 0

Entries shown so far that have a tert-butyl group (2):
SMILES	NALP3 yeast inh	APOBEC3G inh	A3A deaminase	SENP1 inh	hIAP block	hIAP act	mIAP activ	beta cell repl	mIAP inh
CC(C)(C)NC(=O)c1cccc(NC(=O)Cc2ccc(Br)cc2)c1	2	0	1	1	-1	1	1.1	0	-15
CC(C)(C)c1ccc(S(=O)(=O)N2CC(=O)Nc3ccccc32)cc1	-9	2	0	2	-3	1	1.1	-1	-8
